PrPC surface inh = cell surface PrPC inhibition, primary TR-FRET screen; P04156; TR-FRET read-out; inhibition, % at 13.8 µM; actives 0.43% (n = 370,000); AID 720596; in the data active = inhibition above about 24%; note: 0% = median of the test wells and 100% = reference compound wells
TcdB GH inh = blocks C. difficile toxin B glycohydrolase activity. P18177. TcdB glycohydrolase enzymatic assay, plate reader. inhibition, % at 9.99 µM. actives 0.24% (n = 350,000); in the data active = inhibition above about 10%
Target sequence (P18177 whole entry, looked up): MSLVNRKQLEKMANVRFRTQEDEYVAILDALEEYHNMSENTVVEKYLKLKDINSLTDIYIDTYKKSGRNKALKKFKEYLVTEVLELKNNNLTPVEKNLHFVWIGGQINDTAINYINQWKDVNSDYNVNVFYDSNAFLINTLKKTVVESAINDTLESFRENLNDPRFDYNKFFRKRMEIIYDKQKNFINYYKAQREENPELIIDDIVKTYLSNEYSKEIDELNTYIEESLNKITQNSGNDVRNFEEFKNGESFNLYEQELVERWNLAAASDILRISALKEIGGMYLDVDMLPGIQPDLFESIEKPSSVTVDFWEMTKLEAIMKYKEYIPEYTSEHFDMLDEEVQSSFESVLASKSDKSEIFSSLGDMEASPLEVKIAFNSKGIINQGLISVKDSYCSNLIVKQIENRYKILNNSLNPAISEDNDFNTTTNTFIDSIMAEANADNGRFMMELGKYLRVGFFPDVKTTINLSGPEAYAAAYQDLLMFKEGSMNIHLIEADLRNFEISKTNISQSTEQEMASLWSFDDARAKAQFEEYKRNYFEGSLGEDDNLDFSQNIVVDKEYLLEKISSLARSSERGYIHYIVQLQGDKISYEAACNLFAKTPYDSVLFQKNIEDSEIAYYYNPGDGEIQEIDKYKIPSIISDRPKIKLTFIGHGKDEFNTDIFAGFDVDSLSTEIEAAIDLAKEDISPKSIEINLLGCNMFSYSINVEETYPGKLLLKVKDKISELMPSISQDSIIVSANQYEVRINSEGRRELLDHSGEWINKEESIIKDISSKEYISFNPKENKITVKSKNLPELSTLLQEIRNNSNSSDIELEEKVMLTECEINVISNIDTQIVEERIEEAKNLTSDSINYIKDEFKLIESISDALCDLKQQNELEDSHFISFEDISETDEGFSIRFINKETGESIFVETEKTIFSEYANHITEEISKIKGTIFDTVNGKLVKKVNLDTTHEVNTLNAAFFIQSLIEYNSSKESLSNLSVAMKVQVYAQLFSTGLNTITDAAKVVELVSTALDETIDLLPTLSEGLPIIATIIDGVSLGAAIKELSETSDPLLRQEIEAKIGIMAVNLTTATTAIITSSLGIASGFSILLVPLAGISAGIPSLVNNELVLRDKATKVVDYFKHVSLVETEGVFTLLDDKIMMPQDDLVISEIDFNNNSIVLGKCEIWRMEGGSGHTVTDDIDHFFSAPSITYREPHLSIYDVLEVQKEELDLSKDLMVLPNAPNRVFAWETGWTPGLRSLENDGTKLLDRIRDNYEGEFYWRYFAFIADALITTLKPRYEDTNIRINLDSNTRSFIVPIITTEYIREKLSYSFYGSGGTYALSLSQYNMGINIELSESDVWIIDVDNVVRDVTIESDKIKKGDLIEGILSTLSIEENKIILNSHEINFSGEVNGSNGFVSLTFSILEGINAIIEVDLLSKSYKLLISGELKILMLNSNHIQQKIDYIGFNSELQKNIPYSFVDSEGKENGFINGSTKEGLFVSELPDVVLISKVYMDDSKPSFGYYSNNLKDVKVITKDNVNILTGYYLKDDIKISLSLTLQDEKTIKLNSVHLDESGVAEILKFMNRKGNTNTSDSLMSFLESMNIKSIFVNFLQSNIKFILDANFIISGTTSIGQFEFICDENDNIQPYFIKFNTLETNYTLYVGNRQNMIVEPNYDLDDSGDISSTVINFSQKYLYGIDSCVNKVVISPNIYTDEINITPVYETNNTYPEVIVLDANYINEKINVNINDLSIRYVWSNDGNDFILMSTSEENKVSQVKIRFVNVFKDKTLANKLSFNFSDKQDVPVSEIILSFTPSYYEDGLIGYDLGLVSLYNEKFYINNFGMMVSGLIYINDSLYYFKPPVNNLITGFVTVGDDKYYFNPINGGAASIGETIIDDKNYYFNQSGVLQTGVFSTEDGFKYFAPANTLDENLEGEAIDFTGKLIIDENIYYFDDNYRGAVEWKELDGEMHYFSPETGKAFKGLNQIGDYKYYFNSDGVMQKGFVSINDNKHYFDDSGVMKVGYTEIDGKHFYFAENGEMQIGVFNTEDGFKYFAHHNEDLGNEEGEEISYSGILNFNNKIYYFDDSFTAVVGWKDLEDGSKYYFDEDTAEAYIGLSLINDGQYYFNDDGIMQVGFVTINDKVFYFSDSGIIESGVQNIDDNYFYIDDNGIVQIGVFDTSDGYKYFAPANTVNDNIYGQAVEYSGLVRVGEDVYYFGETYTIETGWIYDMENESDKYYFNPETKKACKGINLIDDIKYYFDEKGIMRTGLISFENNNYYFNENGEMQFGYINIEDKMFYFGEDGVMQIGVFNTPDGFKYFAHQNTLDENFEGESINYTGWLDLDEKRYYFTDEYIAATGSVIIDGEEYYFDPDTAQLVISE
Numbers without * were called inactive; · = no result given; & = joins results of further samples. An excerpt (hit frequency here may not be typical).

cpd | SMILES | PrPC surface inh | TcdB GH inh
1 | COc1cccc(NC(=O)N2CC(=O)N3[C@H](CO)[C@@H](c4ccc(C5=CCCC5)cc4)[C@@H]3C2)c1 | · | -0.3
2 | O=C(N[C@@H]1CC[C@H](CCn2cc(C3(O)CCCC3)nn2)O[C@@H]1CO)C1CCOCC1 | · | -0.1
3 | COc1ccc(CNC(=O)C[C@H]2C[C@H]3c4cc(NS(C)(=O)=O)ccc4O[C@H]3[C@H](CO)O2)cc1 | · | -1.4
4 | O=C(C[C@H]1CC[C@@H]2[C@H](COC[C@@H](O)CN2C(=O)c2ccncc2)O1)NCc1ccc(-c2ccccc2)cc1 | · | 1.4
5 | C[C@@H]1CN([C@H](C)CO)C(=O)c2cccc(NC(=O)C3CCCCC3)c2O[C@@H]1CN(C)CC1CC1 | · | -0.2
6 | C[C@@H]1CN([C@H](C)CO)C(=O)Cc2cc(NC(=O)Cc3cn(C)c4ccccc34)ccc2O[C@@H]1CN(C)S(C)(=O)=O | · | -0.2
7 | O=C(Nc1cccc(F)c1)N1C[C@@H]2[C@H](c3ccccc31)[C@@H](CO)N2C(=O)c1ccccc1F | · | 0.3
8 | CC=Cc1ccc2n(c1=O)C[C@@H]1[C@@H](CO)[C@H](C(=O)NCC3CC3)N(Cc3cccnc3)[C@H]21 (mixture of isomers) | · | -1.2
9 | O=C(Cc1ccccc1)N1CC2(C1)[C@@H](c1ccccc1)[C@@H](CO)N2C(=O)c1cccnc1 | · | -3.6
10 | C[C@@H]1CCCCO[C@@H](CN(C)C(=O)c2ccccc2)[C@H](C)CN([C@@H](C)CO)C(=O)c2cc(NS(=O)(=O)c3cccs3)ccc2O1 | · | 0.7
11 | COc1ccc(NC(=O)N(C)C[C@H]2OCCCC[C@H](C)Oc3ccc(NS(=O)(=O)c4ccc(Cl)cc4)cc3C(=O)N([C@@H](C)CO)C[C@@H]2C)cc1 | · | -0.2
12 | CC=Cc1ccc2n(c1=O)C[C@@H]1[C@@H](CO)[C@H](C(=O)OC)[C@H]2N1CC1CC1 (mixture of isomers) | · | 0.6
13 | O=C1CN(Cc2ccc(F)cc2)C[C@H]2[C@H](c3ccc(-c4ccccc4F)cc3)[C@H](CO)N12 | · | 0.1
14 | C[C@H]1CN([C@@H](C)CO)C(=O)c2ccccc2-c2ccccc2CO[C@H]1CN(C)Cc1ccc(F)cc1 | · | 1.7
15 | C[C@H]1CN([C@@H](C)CO)C(=O)c2cc(Br)cnc2O[C@H]1CN(C)Cc1ccccn1 | · | -0.5
16 | C[C@H](CO)N1C[C@H](C)[C@H](CN(C)C(=O)c2ccccc2)OCCCC[C@H](C)Oc2ccc(NC(=O)Cc3ccccc3)cc2C1=O | · | -7.2
17 | O=C(C[C@@H]1C=C[C@@H](NC(=O)Cc2cccnc2)[C@@H](CO)O1)Nc1ccc(-c2ccccc2)cc1 | · | -1.5
18 | C[C@@H]1CCCCO[C@H](CN(C)C(=O)Nc2ccc(F)cc2)[C@@H](C)CN([C@H](C)CO)C(=O)c2cc(NC(=O)Cc3ccccc3)ccc2O1 | · | 0.5
19 | CCCNC(=O)N1[C@H](CO)[C@@H](c2ccccc2-c2ccccc2F)[C@@H]1C#N | · | -0.1
20 | C[C@@H]1CN([C@H](C)CO)C(=O)Cc2cc(NC(=O)CCC(F)(F)F)ccc2O[C@H]1CN(C)Cc1ccc(-c2ccccc2)cc1 | · | 0.3
21 | C[C@@H]1CN([C@@H](C)CO)C(=O)Cc2cc(NC(=O)C3CCCCC3)ccc2O[C@@H]1CN(C)Cc1ccc(Oc2ccccc2)cc1 | · | -1.1
22 | COc1ccc(NC(=O)N(C)C[C@H]2OCCCC[C@H](C)Oc3ccc(N(C)C)cc3C(=O)N([C@@H](C)CO)C[C@@H]2C)cc1 | · | -20
23 | C[C@@H]1CN([C@@H](C)CO)C(=O)CCCn2cc(nn2)CO[C@@H]1CN(C)S(=O)(=O)c1ccc(-n2cccn2)cc1 | · | -0.4
24 | COc1ccccc1S(=O)(=O)N[C@@H]1C=C[C@@H](CC(=O)NCc2cc(F)cc(F)c2)O[C@H]1CO | · | 0.9
25 | C[C@@H]1CN([C@@H](C)CO)C(=O)c2cc(NC(=O)Nc3ccccc3)ccc2O[C@@H]1CN(C)Cc1ccncc1 | · | 0.4
26 | CCC(=O)N1CCCCN2[C@H](C1)[C@H](c1ccc(/C=C/c3ccccc3)cc1)[C@@H]2CO | · | 0.8
27 | N#C[C@H]1[C@H](c2ccc(C#CC3(O)CCCC3)cc2)[C@H](CO)N1C(=O)C1CCC1 | · | 0.5
28 | N#C[C@@H]1[C@@H](c2ccc(/C=C/c3ccccc3)cc2)[C@@H](CO)N1C(=O)C1CCCC1 | · | 0.6
29 | CO[C@@H]1CN(C)C(=O)c2cc(NC(C)=O)ccc2OC[C@H](C)N(Cc2nccs2)C[C@@H]1C | · | -1.4
30 | C[C@@H]1CCCCO[C@H](CN(C)C(=O)NC2CCCCC2)[C@H](C)CN([C@@H](C)CO)C(=O)c2cc(NS(=O)(=O)c3ccccc3)ccc2O1 | · | 0.1

Nos. 9 to 10 of the list above:
cpd | SMILES | PrPC surface inh | TcdB GH inh
9 | O=C(Cc1ccccc1)N1CC2(C1)[C@@H](c1ccccc1)[C@@H](CO)N2C(=O)c1cccnc1 | · | -3.6
10 | C[C@@H]1CCCCO[C@@H](CN(C)C(=O)c2ccccc2)[C@H](C)CN([C@@H](C)CO)C(=O)c2cc(NS(=O)(=O)c3cccs3)ccc2O1 | · | 0.7

Following part.
cpd | SMILES | PrPC surface inh | TcdB GH inh
31 | C[C@H](O)C#Cc1ccc([C@H]2[C@H]3CN(C(=O)c4ccncc4)CCCCN3[C@H]2CO)cc1 | · | -0.2
32 | COCC(=O)N1[C@@H]2CN(C(=O)Nc3ccccc3Cl)c3ccccc3[C@@H]2[C@@H]1CO | · | 0.1
33 | CCCNC(=O)Nc1ccc2c(c1)OC[C@@H](C)N(C(=O)CC)C[C@H](C)[C@H](OC)CN(C)C2=O | · | 0.6
34 | CN1CCN(C(=O)C[C@H]2CC[C@@H]3[C@H](COC[C@H](O)CN3C(=O)C3CCOCC3)O2)CC1 | · | -7.0
35 | O=C(C[C@H]1CC[C@H]2[C@@H](COC[C@@H](O)CN2S(=O)(=O)c2cccc(Cl)c2)O1)Nc1ccc(-c2ccccc2)cc1 | · | -0.3
36 | COc1ccc(S(=O)(=O)Nc2ccc3c(c2)C(=O)N([C@H](C)CO)C[C@@H](C)[C@@H](CN(C)C(=O)NC2CCCCC2)OCCCC[C@@H](C)O3)cc1 | · | 0.5
37 | O=C(C[C@@H]1CC[C@@H]2[C@H](COC[C@H](O)CN2Cc2ccccc2)O1)N[C@H]1CCN(Cc2ccccc2)C1 | · | -0.7
38 | O=C(Cc1cccnc1)N[C@@H]1CC[C@H](CCn2cc(Cc3ccccc3)nn2)O[C@H]1CO | · | -0.9
39 | COc1ccc(S(=O)(=O)N(C)C[C@H]2OCCCC[C@@H](C)Oc3ccc(NC(=O)Cc4ccccc4)cc3C(=O)N([C@@H](C)CO)C[C@@H]2C)cc1 | · | -2.5
40 | C[C@H](CO)N1C[C@H](C)[C@@H](CN(C)S(C)(=O)=O)Oc2ccc(NC(=O)Nc3cccc4ccccc34)cc2CC1=O | · | 0.1
41 | O=C(NCC[C@H]1CC[C@H](NS(=O)(=O)c2ccc(F)cc2)[C@H](CO)O1)c1ccc2c(c1)OCO2 | · | 1.0
42 | O=C(Nc1ccc(C(F)(F)F)cc1)N1C[C@@H]2N[C@H](C1)C2c1ccc(-c2cccc(F)c2)cc1 (stereo not given in full) | · | 0.1&0.7
43 | Cc1noc(C)c1NC(=O)N(C)C[C@H]1Oc2ccc(NC(=O)CCN3CCOCC3)cc2C(=O)N([C@@H](C)CO)C[C@H]1C | · | 0.1
44 | CNC[C@H]1Oc2ccc(NS(=O)(=O)c3cn(C)cn3)cc2CC(=O)N([C@@H](C)CO)C[C@H]1C | · | 0.0
45 | CN1C(=O)c2cc(NC(=O)C3CCOCC3)ccc2OC[C@H]2O[C@@H](CC(=O)NC3CCCC3)CC[C@H]21 | · | 0.1
46 | CC(=O)N1CC(=O)N2[C@H](CO)[C@H](c3ccc(C#CC(C)C)cc3)[C@@H]2C1 | · | -0.2
47 | OC[C@@H]1[C@@H](c2ccc(-c3ccccc3F)cc2)[C@H]2CN(Cc3cncnc3)CCCCN12 | · | 0.1
48 | O=C(C1CCCC1)N1CCCCN2[C@@H](CO)[C@H](c3ccc(-c4cccc(F)c4)cc3)[C@@H]2C1 | · | 0.1
49 | C[C@@H]1CN([C@H](C)CO)C(=O)c2cc(C#CC(C)(C)O)cnc2O[C@H]1CN(C)Cc1cncnc1 | · | -0.1
50 | COc1ccc(N2CCN(CCCNC(=O)COc3ccc(F)cc3)CC2)cc1 | -9 | ·
51 | COC(=O)[C@H]1C[C@@]2(Oc3ccc(Br)cc3)c3ccccc3N(C(=O)OC(C)(C)C)[C@H]2N1C(=O)OC(C)(C)C | 10 | ·
52 | COc1ccc(S[C@]2(C(=O)N3CCN(C(C)=O)CC3)CC(=O)N(C(=O)c3ccccc3)[C@@H]2c2ccc(OC)cc2)cc1 | -3 | ·
53 | COC(=O)[C@@H]1[C@H](O[Si](C)(C)C(C)(C)C)[C@H]2O[C@H]2C[C@H]1S(=O)(=O)c1ccccc1 | -2 | ·
54 | COc1ccccc1C=NNC(=O)CSc1nc2ccccc2n1Cc1ccc(Cl)cc1 | -8 | ·
55 | CCOc1ccc(C=NNC(=O)c2cc(-c3ccc(Cl)cc3)n[nH]2)cc1 | -2 | ·
56 | CC(C)(C)CCN1C[C@@H]2C(CNC(=O)c3cc(Cl)cc(Cl)c3)[C@@H]2C1 (stereo not given in full) | 11 | ·
57 | C[C@@H]1COc2cc(N3CCSCC3)ccc2S(=O)(=O)N1C | -6 | ·
58 | COC(=O)[C@]12C[C@H](CC(=O)N3CCN(C(=O)c4ccco4)CC3)C(=O)N(CCc3ccc(OC)c(OC)c3)C1=C[C@H](COCc1ccccc1)O[C@@H]2C | 3 | ·
59 | CCOC(=O)[C@]12CCCCC/C=C\1N(Cc1ccc(OC)cc1)C(=O)[C@H]2CC(=O)NCCCN1CCCC1=O | -4 | ·
60 | COC(=O)[C@]12C[C@H](CC(=O)NCC3CCCCC3)C(=O)N(Cc3cccc4ccccc34)C1=C[C@H](COCc1ccccc1)O[C@@H]2C | 1 | ·

New compounds follow
cpd | SMILES | PrPC surface inh | TcdB GH inh
61 | COC(=O)[C@]12C=CCN1[C@H](c1ccc(Cl)cc1)c1c(c3ccccc3n1S(=O)(=O)c1ccc(C)cc1)C2 | 6 | ·
62 | COc1cccc(-c2nnc3sc(-c4ccc(Br)o4)nn23)c1 | -5 | ·
63 | O=C(OCC#CCSc1nnc(-c2cccc(F)c2)o1)c1ccc(F)cc1 | -6 | ·
64 | Cc1ccc(C2=CCN(C)C(=O)N2c2ccccc2)cc1 | 0 | ·
65 | COC(=O)C1CN(Cc2cn(Cc3ccc(OC)cc3)nn2)CCS(=O)(=O)N1Cc1ccccc1 (stereo not given) | -5 | ·
66 | COc1ccc2c(c1)CNC2CS(=O)(=O)NCc1ccccc1 (stereo not given) | 2 | ·
67 | COC(=O)[C@@]12CCCCC3=C1N(CCC3)C(=O)[C@H]2CC(=O)N1CCCCC1 | 5 | ·
68 | COC(=O)C1CN(Cc2ccc(OC)cc2)CCS(=O)(=O)N1Cc1ccc(C(F)(F)F)cc1 (stereo not given) | 16 | ·
69 | COc1ccc(NC(=O)CSc2nnc(-c3cccs3)o2)cc1Cl | -1 | ·
70 | COc1ccc(CCC[C@@H](CCC(=O)N(c2ccccc2)c2ccccc2)CCc2ccccc2)cc1 | 1 | ·
71 | COC(=O)[C@]12C[C@H](CC(=O)NCc3ccc(OC)c(OC)c3)C(=O)N(CCc3ccc(OC)c(OC)c3)C1=C[C@H](C1CCCC1)O[C@@H]2C | -1 | ·
72 | CC(=O)OCCN1CCCC12CCC(c1ccccc1)CC2 (stereo not given) | -8 | ·
73 | CCOC(=O)C1(Cc2ccccc2)CCN(Cc2ccc(C(F)(F)F)cc2)CC1 | 4 | ·
74 | COC(=O)[C@]12C[C@H](CC(=O)NCc3cccs3)C(=O)N(CCC3=CCCCC3)C1=C[C@H](C1CCCC1)O[C@@H]2C | 2 | ·
75 | CN[C@H]1C[C@H]2c3[nH]c4c(-c5cccc(C)c5)cccc4c3CCN2C[C@H]1[C@H](C)O | -9 | ·
76 | Cc1ccc(NC(=O)OCCCN2C(=O)CCC23CCC(C)CC3)cc1 (stereo not given) | 11 | ·
77 | CCOC(=O)[C@@]12CCC3=C1N(CCC3)C(=O)[C@H](CC(=O)N1CCCCC1)C2 | -6 | ·
78 | O=C(C1CC1)N1CCc2cc(Br)c(S(=O)(=O)NCCCN3CCCCC3)cc21 | -13 | ·
79 | CCCCCCCCN1C(=O)[C@@H](CC(=O)N2CCC(c3ccccc3)CC2)C[C@@]2(C(=O)OC)C1=C[C@H](COCc1ccccc1)O[C@@H]2C | 8 | ·
80 | CC(C)C(=O)N1CC[C@H]2[C@H](CCCN2Cc2ccccc2)C1 | -3 | ·
81 | O=C(NCc1cccs1)C1CCN(S(=O)(=O)c2cccc3ccccc23)CC1 | -7 | ·
82 | COc1cc(/C=C/C(=O)c2ccccc2)cc(OC)c1OC | 3 | ·
83 | O=C(OCCN1CCN(C2CN(Cc3cn(Cc4ccccc4C(F)(F)F)nn3)S(=O)(=O)C2)CC1)c1cc2ccccc2o1 (stereo not given) | 5 | ·
84 | COc1ccc(C=Nn2c(-c3ccc(F)cc3)n[nH]c2=S)c(OC)c1OC | 2 | ·
85 | CN[C@H]1C[C@H]2c3[nH]c4c(-c5cccc(C)c5)cccc4c3CCN2C(=O)[C@H]1[C@H](C)O | -5 | ·
86 | CN(CCOC(=O)c1cc2ccccc2o1)C1CN(Cc2cn(Cc3ccc([N+](=O)[O-])cc3)nn2)S(=O)(=O)C1 (stereo not given) | -8 | ·

Another view of four compounds above:
#62 COc1cccc(-c2nnc3sc(-c4ccc(Br)o4)nn23)c1
  PrPC surface inh = -5; TcdB GH inh = ·
#67 COC(=O)[C@@]12CCCCC3=C1N(CCC3)C(=O)[C@H]2CC(=O)N1CCCCC1
  PrPC surface inh = 5; TcdB GH inh = ·
#64 Cc1ccc(C2=CCN(C)C(=O)N2c2ccccc2)cc1
  PrPC surface inh = 0; TcdB GH inh = ·
#81 O=C(NCc1cccs1)C1CCN(S(=O)(=O)c2cccc3ccccc23)CC1
  PrPC surface inh = -7; TcdB GH inh = ·

Bioassay records as filed in PubChem.
